DAX1 inh-1 = NR0B1 (DAX1) inhibition; P51843; HEK293 Gal4-DAX1 luciferase reporter, luminescence; inhibition, % at 6.75 µM; actives 0.99% (n = 340,000); AID 504766;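 active means inhibition above the mean over all tested compounds plus 3 SD, cut at about 4.2% in these data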;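 further: 0% = DAX1-transfected cells with DMSO and 100% = empty-vector control cells with DMSO; inhibition shows as a rise in luminescence from relieved DAX1 repression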
hgDAF-12 ag = agonists of H. glycines DAF-12 nuclear receptor; AID 687014; actives 1.8% (n = 370,000); HEK293 GAL4-hgDAF12 UAS-luciferase reporter, agonist luminescence; normalized to butyrate control; activation, % at 6.8 µM;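 active means activation above a cutoff set at the mean of all screened compounds plus 3 SD, cut at about 10% in these data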;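 further: 0% = DMSO wells and 100% = sodium butyrate wells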
GAA850 FXN act = increases GAA850 frataxin promoter reporter activity; activation, % at 6 µM; actives 0.56% (n = 360,000); HEK293 lucGAA850 FXN promoter luciferase reporter, 24 h; percent of 10 µM SAHA response;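 active means activation above the average of all compounds screened plus 3 SD, cutoff fixed separately per campaign, cut at about 7.5% in these data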;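 further: 0% = DMSO wells and 100% = 10 µM SAHA wells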
hcDAF12 agonist = activators of H. contortus DAF-12 nuclear receptor | HEK293 hcDAF-12 lit1-tk-luc reporter, luminescence; 0% DMSO, 100% Δ7-dafachronic acid | activation, % at 6.8 µM | actives 1.4% (n = 370,000) | AID 652067;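 active means activation above the mean of all tested compounds plus 3 SD, cut at about 5.5% in these data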;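 further: 100% = response to 3 µM Δ7-dafachronic acid high control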
ADAM10 inh = inhibits human ADAM10 | O14672 | recombinant ADAM10, EDANS/DABCYL FRET peptide cleavage, 3 h | inhibition, % at 7 µM | actives 0.62% (n = 370,000) | AID 720582;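 active means inhibition above a per-campaign cutoff equal to the mean of compounds falling between control-based bounds plus 3 SD, cut at about 20% in these data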;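 further: 0% = DMSO wells while the 100% control is not disclosed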
DAX1 inh-2 = DAX1 (NR0B1) inhibition, primary screen. HEK293T StAR-luciferase reporter, SF-1/DAX-1 repression relief. inhibition, % at 6.8 µM. actives 1.1% (n = 370,000). AID 652010;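 active means inhibition above the mean over all tested compounds plus 3 SD, cut at about 3.6% in these data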;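 further: 0% = DAX-1 cells with DMSO and 100% = cells lacking DAX-1 with DMSO; higher inhibition means more luminescence from relief of DAX-1 repression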
PLC-beta3 inh = inhibitors of human phospholipase C beta3 | inhibition, % at 12.2 µM | actives 0.18% (n = 370,000) | Purified PLC-beta3, fluorogenic substrate, fluorescence | AID 720704 | Q01970; in the data active means inhibition above about 11%;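 further: 0% = median of compound wells on plate and 100% = full blocker control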
ADAM17 inh = inhibitors of human ADAM17 | actives 0.83% (n = 370,000) | recombinant ADAM17, EDANS/DABCYL FRET peptide cleavage | inhibition, % at 6.95 µM | AID 720648 | P78536;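 active means inhibition above the mean of compounds lying between control limits plus 3 SD, set per campaign, cut at about 8.5% in these data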;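 further: 0% = DMSO-only wells as the low control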
HGIII-sPLA2 inh = Inhibits HGIII-sPLA2 liposome hydrolysis, primary screen; Q9NZ20; QFRET BODIPY PC-A2 liposome hydrolysis, fluorescence; inhibition, % at 12.2 µM; actives 0.56% (n = 370,000);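 active means inhibition above mean plus 3 SD of compounds lying within the high and low control bounds, cut at about 19% in these data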;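 further: 0% = median of test compound wells and 100% = no enzyme DMSO wells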
ssDAF12 agonist = activates DAF-12 receptor from parasite S. stercoralis; HEK293 ssDAF-12/GRIP1 lit1-tk-luc reporter, luminescence; % of 3 µM dafachronic acid response; activation, % at 6.8 µM; actives 1% (n = 370,000);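 active means activation above the mean over all tested compounds plus 3 SD, cut at about 0.9% in these data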;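 further: 0% = DMSO-only wells and 100% = 3 µM delta7-dafachronic acid wells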
PLC-gamma1 inh = PLC-gamma1 (human) inhibition, primary screen | actives 0.84% (n = 370,000) | inhibition, % at 12.2 µM | purified PLC-gamma1, fluorogenic substrate, fluorescence | P19174; in the data active means inhibition above about 9.5%
* = called active by the depositor; i = inactive; . = not tested or not shown. Compounds were not picked by outcome; about 6.9% have a hit in one of these screens.

entry	Structure	ssDAF12 agonist	PLC-gamma1 inh	GAA850 FXN act	DAX1 inh-1	hcDAF12 agonist	HGIII-sPLA2 inh	DAX1 inh-2	PLC-beta3 inh	hgDAF-12 ag	ADAM10 inh	ADAM17 inh
1	O=C(NCC(=O)N(Cc1ccco1)C(C(=O)NC1CCCC1)c1cccnc1)c1cccs1 (stereo not given)	-1.1	-1	0.0	-0.1	-0.5	1	-0.4	0	2.0	4	0
2	Cc1ccc(NC(=O)Nc2cccc(C)n2)c(C)c1	-1.5	1	4.7	2.3	0.8	-1	0.0	-16	5.6	3	-5
3	O=[N+]([O-])c1cccc(/C=N/Nc2nnc(-c3ccccc3)c(-c3ccccc3)n2)c1	-0.8	9	-1.4	0.1	2.9	-1	-0.5	3	4.3	8	2
4	Cc1cccc(NC(=S)NCc2ccccn2)c1	-0.5	-4	1.6	-0.1	-1.1	5	1.5	-11	1.0	-2	-5
5	Cc1cc(C)nc(SCCC(=O)Nc2ccccc2C)n1	-1.0	1	1.4	0.7	0.4	-5	1.0	0	-0.1	-11	-5
6	O=C1CSC(c2ccncc2)N1Cc1ccccc1 (stereo not given)	-1.0	2	0.4	0.3	-1.3	9	-0.1	1	-5.0	-5	3
7	CCc1ccc2oc(-c3ccc(N)cc3)nc2c1	1.8*	-125	2.7	-1.6	12*	-13	5.8*	-199	16*	i	-484
8	COC(=O)c1c(NC(=O)CCCC(=O)O)sc2c1CCCCC2	-2.9	-5	-6.5	0.3	-4.8	-4	-1.3	-12	-9.1	0	-3
9	Cc1nc(-c2ccccn2)nc(N2CCOCC2)c1Cl	-1.1	0	-0.5	-0.3	-1.9	2	-0.3	-3	0.8	0	0
10	CC(=O)Nc1ccc(Nc2nc3ccccc3n3cnnc23)cc1	-1.5	-1	1.3	0.8	-2.2	-3	0.0	-5	-0.1	-4	-3
11	CN(Cc1ccccc1NCC(=O)Nc1ccccc1C#N)C1CCCCC1	-0.5	-1	-0.7	-0.1	4.2	9	1.2	-1	9.0	1	-2
12	CCCSc1nc(C)c(CC(=O)OCC)c(=O)[nH]1	-1.2	9.7*	-1.1	-0.7	0.4	-2	1.3	7	-0.1	3	3
13	Cn1c(N)c(C(=O)COC(=O)CCCOc2ccc(Cl)cc2Cl)c(=O)n(C)c1=O	-1.4	2	3.0	-0.1	-1.8	0	-0.4	-2	-5.0	3	0
14	CCOC(=O)N1CCN(C(=O)c2ccc(S(=O)(=O)Nc3ccccc3)cc2)CC1	-1.6	3	1.2	-0.6	-1.9	2	-3.1	-2	-3.7	-17	4
15	CC(NC(=S)Nc1ccc(F)cc1)C(c1cccs1)N1CCOCC1 (stereo not given)	-0.9	4	2.5	0.4	-1.1	5	-0.1	4	-1.8	13	0
16	Cc1ccc(S(=O)(=O)NCC(=O)OCC(=O)NCc2ccc3c(c2)OCO3)cc1	-1.3	2	-1.1	-0.3	-1.8	1	-0.3	2	3.1	-6	-3
17	CC(C)c1ccc(/C=C2\C(=N)N3N=C(CC(=O)N4CCCCC4)SC3=NC2=O)cc1	-1.2	-2	-0.2	1.4	0.8	0	-0.1	-11	0.9	3	-7
18	OCC[C@H]1C[C@@H](O)[C@H](O)[C@]2(OCCc3ccccc32)O1	-1.3	-2	0.1	1.0	-0.3	3	0.2	0	2.6	-1	-5
19	Fc1ccc(OCc2nn3c(Cn4nnc5ccccc54)nnc3s2)cc1	-0.6	-2	0.9	-1.2	-0.6	-7	-0.6	1	0.1	2	-7
20	O=C(CC(Nc1ccccc1Cl)C(=O)OCC(=O)c1cccs1)c1ccccc1 (stereo not given)	-1.2	1	-4.2	3.1	0.5	-5	0.5	0	1.5	3	0
21	CC(=O)NC1Sc2ccccc2N=C1c1ccccc1 (stereo not given)	0.3	-157	3.8	1.3	3.6	-8	0.4	-172	4.7	-36	-17
22	Cc1c(C(=O)N2CCN(c3ncccn3)CC2)oc2c(Cl)cccc12	-1.2	-1	0.1	0.3	-2.6	-2	-0.4	-2	0.4	-4	0
23	O=C(NCc1ccc(Cl)cc1)C(=O)NCC(c1cccnc1)N1CCN(c2ccc(F)cc2)CC1 (stereo not given)	-1.7	-3	-0.8	1.2	-0.2	6	0.3	-1	-1.3	-10	-2
24	CC(=O)c1cccc(NC(=O)COc2cc(C)on2)c1	-1.6	1	1.3	3.5	-0.7	3	0.5	-6	0.8	4	1
25	NC1=NC2(CCN(Cc3ccccc3)CC2)n2c(nc3ccccc32)N1	-1.7	12*	-2.2	-0.1	-0.5	2	-0.8	4	-0.4	6	4
26	Cc1ccc(C(=O)NC(C)c2ccc(-n3ccnc3)cc2)c(C)c1 (stereo not given)	-0.5	5	-0.3	0.5	-0.7	1	-0.9	-2	-2.1	-7	-5
27	CCOCCCNC(=O)c1cc(Sc2ccc(F)cc2)nc2ccccc12	-1.9	-5	0.0	-0.5	-1.9	14	-1.5	-13	-4.4	-2	0
28	C[C@H](CO)N1C[C@H](C)[C@@H](CN(C)S(C)(=O)=O)Oc2ccc(NS(=O)(=O)c3ccccc3)cc2C1=O	-1.2	4	0.5	0.9	-0.4	-1	-0.1	1	1.2	-8	1
29	CCCC(=O)N(CCN1CCOCC1)c1nc2c(F)cc(F)cc2s1	-0.7	2	6.6	2.4	2.1	5	4.0*	-4	5.1	-9	-2
30	CCOc1ccccc1CNC(=O)c1cc2oc3ccccc3c2n1C	-1.5	0	-5.2	-0.2	-3.0	-3	-0.7	0	-7.4	-3	-3
31	CN(CCc1ccccn1)C(=O)CCc1nnc(CCCc2ccccc2)o1	-1.1	0	3.8	2.5	2.9	5	1.0	-2	7.5	-5	-4
32	CC(Oc1ccccc1)C(=O)Nc1nc(-c2ccncc2)cs1 (stereo not given)	-1.4	-6	1.5	0.3	-1.5	4	-1.3	-14	-2.1	-14	-5
33	Cc1ccc(NC(=O)CN(C)C(=O)COc2ncnc3ccc(Br)cc23)cc1	-0.6	-1	0.1	0.2	-0.1	0	-0.3	-7	-2.2	-12	-4
34	O=C(NCc1ccccc1)c1cccc2c1C(=O)c1ccc(/C=C/c3ccccc3)cc1S2(=O)=O	-1.4	-29	2.1	-0.6	-0.4	4	0.4	-60	-1.0	-9	-2
35	CC(C)(C)NC(=O)C(c1cccnc1)N(C(=O)c1cccs1)c1ccc(C(C)(C)C)cc1 (stereo not given)	-1.4	3	.	.	1.0	12	.	0	0.9	-5	-4
36	COc1c2ccoc2cc2oc(C)cc(=O)c12	-1.3	-75	0.0	-1.1	0.8	3	-0.2	-94	1.1	-48	-15
37	CCN(CC)S(=O)(=O)c1cccc(NC(=O)CN2C(=O)NC3(CCOc4ccccc43)C2=O)c1 (stereo not given)	-1.1	-2	-0.7	0.0	-2.5	-9	-2.0	-8	-3.2	-8	5
38	Brc1ccc(-c2csc(N3CCC(c4ccccc4)C3)n2)cc1 (stereo not given)	-0.9	-3	3.1	4.0	-1.1	-2	0.5	0	1.2	0	-3
39	COc1ccc(NC(=O)CN(C)C(=O)CNC(=O)Cc2cccc3ccccc23)cc1	-0.2	0	-1.6	-0.5	0.4	-4	0.7	-4	-1.1	-1	-3
40	CCc1ccccc1NC(=O)c1ccc(NCCc2ccccc2)c([N+](=O)[O-])c1	-1.2	0	1.5	4.4*	-1.7	-5	0.9	2	-0.1	0	-2
41	Cc1ccc(S(=O)(=O)N2CCC(C(=O)N3CCCCCCC3)CC2)cc1	-1.1	5	2.3	-0.4	-1.3	-4	1.4	0	-0.3	8	4
42	O=C(N=C1c2ccccc2CN1c1ccc(F)c(F)c1)c1cccnc1	-0.5	2	-0.4	0.7	0.2	2	0.1	-3	-2.3	-8	0
43	Nn1c(Cc2ccccc2F)nnc1SCC(=O)N1CC(=O)Nc2ccccc21	-0.5	3	1.7	2.0	0.2	1	0.0	0	2.4	-9	-3
44	C=CCn1c(SCC(=O)N2CCOCC2)nc(O)cc1=O	0.3	3	-1.6	1.1	-2.0	3	-0.6	0	0.1	-4	-1
45	COc1ccc2c(c1)[N+](C)(C)C(C)(C)C=C2C	-1.3	-11	-0.8	0.7	4.3	1	-0.1	-21	0.3	-6	-5
46	Cc1cccc(C)c1NC(=O)CCCSc1nnc(-c2ccc(F)cc2)n1-c1ccccc1	-1.8	-1	1.0	0.2	-1.3	-12	-1.0	-2	-1.3	4	1
47	CCCn1c(SCc2ccccc2)nc2c1c(=O)[nH]c(=O)n2C	-1.3	5	5.9	1.2	-3.1	7	-0.8	-2	-0.4	5	-1
48	CC(=O)Nc1ccc(C(=O)CSc2nnnn2C)cc1	-0.8	0	0.5	-0.1	-0.5	-19	0.2	-3	0.9	6	-2

In the list so far, eight have fluorine.
entry	Structure	ssDAF12 agonist	PLC-gamma1 inh	GAA850 FXN act	DAX1 inh-1	hcDAF12 agonist	HGIII-sPLA2 inh	DAX1 inh-2	PLC-beta3 inh	hgDAF-12 ag	ADAM10 inh	ADAM17 inh
15	CC(NC(=S)Nc1ccc(F)cc1)C(c1cccs1)N1CCOCC1 (stereo not given)	-0.9	4	2.5	0.4	-1.1	5	-0.1	4	-1.8	13	0
19	Fc1ccc(OCc2nn3c(Cn4nnc5ccccc54)nnc3s2)cc1	-0.6	-2	0.9	-1.2	-0.6	-7	-0.6	1	0.1	2	-7
23	O=C(NCc1ccc(Cl)cc1)C(=O)NCC(c1cccnc1)N1CCN(c2ccc(F)cc2)CC1 (stereo not given)	-1.7	-3	-0.8	1.2	-0.2	6	0.3	-1	-1.3	-10	-2
27	CCOCCCNC(=O)c1cc(Sc2ccc(F)cc2)nc2ccccc12	-1.9	-5	0.0	-0.5	-1.9	14	-1.5	-13	-4.4	-2	0
29	CCCC(=O)N(CCN1CCOCC1)c1nc2c(F)cc(F)cc2s1	-0.7	2	6.6	2.4	2.1	5	4.0*	-4	5.1	-9	-2
42	O=C(N=C1c2ccccc2CN1c1ccc(F)c(F)c1)c1cccnc1	-0.5	2	-0.4	0.7	0.2	2	0.1	-3	-2.3	-8	0
43	Nn1c(Cc2ccccc2F)nnc1SCC(=O)N1CC(=O)Nc2ccccc21	-0.5	3	1.7	2.0	0.2	1	0.0	0	2.4	-9	-3
46	Cc1cccc(C)c1NC(=O)CCCSc1nnc(-c2ccc(F)cc2)n1-c1ccccc1	-1.8	-1	1.0	0.2	-1.3	-12	-1.0	-2	-1.3	4	1
